# S100A4 inh HTS: blocks human S100A4 binding to myosin IIA peptide; P26447; S100A4/TAMRA-MyoIIA peptide fluorescence polarization; inhibition, % at 10.7 µM; actives 0.14% (n = 360,000);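 active = mean inhibition of at least 70% across replicates, with every replicate also reaching that level; inconclusive = mean inhibition reaches 70% but some replicates fall short; inactive = mean inhibition below 70%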
# Target sequence (P26447 whole entry, looked up): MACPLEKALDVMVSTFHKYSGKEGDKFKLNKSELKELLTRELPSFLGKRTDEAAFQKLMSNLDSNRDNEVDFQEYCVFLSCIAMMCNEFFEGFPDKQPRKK
#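 Material: S100A4 monomer (human). Medium: Calcium-containing HEPES buffer, pH 7.2. Probe or stimulus: labelled myosin peptide probe, 5 nM. Compound dosing: one concentration per compound. Timing: polarization read 5 min after assay mix addition, stable 5–60 min. Benchmarks: DMSO as neutral control, TFP as positive control.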
# esBAF inh: SWI/SNF esBAF complex inhibition | mouse ES cells, Bmi1-luciferase knock-in reporter, 24 h; 100% = twice the neutral-well signal | reporter increase, % at 12.5 µM | actives 2% (n = 350,000) | AID 602393; in the data active = activation above about 40%; inconclusive = no clear call, values can overlap the other calls;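 note: 0% = median of the plate's neutral control wells and 100% = double that signal; a rise in the Bmi1 reporter signal indicates esBAF inhibition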
# CASP6 VEID inh: inhibitors of human caspase-6; P55212; purified caspase-6, Z-VEID-R110 cleavage fluorescence; inhibition, % at 12.5 µM; actives 0.53% (n = 350,000); AID 686996;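 active = mean inhibition across replicates at least about 35%, with every replicate also reaching that limit, limit read from the data; inconclusive = only one of the two criteria met; inactive = neither criterion met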;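 note: 0% = median of neutral control wells and 100% = no fluorescence left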
# Target sequence (P55212 24-179 limits assumed): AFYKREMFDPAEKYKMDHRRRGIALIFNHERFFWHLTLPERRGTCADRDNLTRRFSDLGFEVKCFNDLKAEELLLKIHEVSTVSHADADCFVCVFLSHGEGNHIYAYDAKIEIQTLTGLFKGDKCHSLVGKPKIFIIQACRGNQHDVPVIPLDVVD
# Target sequence (P55212 194-293 limits assumed): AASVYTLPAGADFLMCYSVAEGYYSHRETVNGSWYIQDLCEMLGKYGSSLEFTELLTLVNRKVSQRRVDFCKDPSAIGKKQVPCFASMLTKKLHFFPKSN
# FN deposit inh: fibronectin deposition inhibition; AH1F fibroblasts, Alexa488-fibronectin deposition fluorescence, overnight; inhibition, % at 12.6 µM; actives 0.086% (n = 350,000); AID 743247;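 active = mean inhibition across replicates of 30% or more, regardless of how many single replicates reach that level; inconclusive = mean under 30% yet at least half of replicates reach 30%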;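 note: positive control wells lacked labelled fibronectin entirely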
#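 test system = AH1F fibroblasts assembling fluorescent fibronectin matrix | quantity = 10000 AH1F cells per well | buffer or medium = DMEM plus 2% serum, read in PBS | doses = single dose, pinned | incubation = 1 h cell attachment, overnight exposure to compound and label | detection = fluorescence at 485 nm excitation, 525 nm emission | read-out basis = inhibition from reduced deposited-fibronectin fluorescence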
# SIRT5 inh: inhibitors of human sirtuin-5 desuccinylase. actives 1.1% (n = 330,000). Purified SirT5, succinyl-peptide AMC, trypsin-coupled fluorescence. inhibition, % at 15 µM. AID 652115; in the data active = inhibition above about 15%; inconclusive = no clear call, values can overlap the other calls
# Target sequence (Q9NXA8 whole entry, looked up): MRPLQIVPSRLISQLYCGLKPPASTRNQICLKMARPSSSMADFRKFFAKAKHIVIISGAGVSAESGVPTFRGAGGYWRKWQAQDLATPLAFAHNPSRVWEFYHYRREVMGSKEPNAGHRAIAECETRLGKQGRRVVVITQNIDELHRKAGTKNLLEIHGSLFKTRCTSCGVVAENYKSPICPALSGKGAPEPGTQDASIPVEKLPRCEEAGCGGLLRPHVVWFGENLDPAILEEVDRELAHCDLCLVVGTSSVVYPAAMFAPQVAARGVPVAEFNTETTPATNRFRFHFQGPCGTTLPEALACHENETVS
# LGR2 antag: blocks bursicon-induced cAMP signaling via Drosophila LGR2. HEK293 LGR2, CRE-luciferase, bursicon-stimulated, 4 h. inhibition, % at 9.99 µM. actives 0.35% (n = 380,000). AID 720647;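 active = drop in luminescence signal, shown as inhibition above about 50% in the replicate tests, limit read from the data, passing the limit was not always enough; inconclusive = probably only some replicates passing the limit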;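 note: agonist challenge used bursicon conditioned medium at about half maximal strength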
# Statin myotox sup: suppression of simvastatin myotoxicity | AID 602340 | actives 0.78% (n = 330,000) | rescue of ATP level, % at 7.49 µM | C2C12 myotubes + simvastatin, ATP luminescence, 48 h; scaled: DMSO 0, geranylgeraniol control 100;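 active = mean ATP rescue above about 67%, or every replicate alone reaching that limit, limit read from the data, passing the limit was not always enough; inconclusive = no clear call, values can overlap the other calls; inactive = mean under the limit and some replicate under it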;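 note: myotubes were challenged with 10 µM simvastatin during compound exposure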
# Active calls of the source: *; ? = inconclusive; / = not tested or not shown; & = joins results of further samples.
# A first look, 2 compounds:
SMILES,S100A4 inh HTS,esBAF inh,CASP6 VEID inh,FN deposit inh,SIRT5 inh,LGR2 antag,Statin myotox sup
CC(C)(C)Cc1c(-c2ccc(C#N)cc2)nc2ccc(Cl)cn12,-9,9,4,9,-6,4,4
C[C@H]1CN([C@@H](C)CO)C(=O)c2cccc(NC(=O)Nc3ccc(C(F)(F)F)cc3)c2O[C@@H]1CN(C)Cc1ccc(-c2ccccc2)cc1,3,3,-1,/,2,4,5

# All compounds of this part, from the first entry:
SMILES,S100A4 inh HTS,esBAF inh,CASP6 VEID inh,FN deposit inh,SIRT5 inh,LGR2 antag,Statin myotox sup
CC(C)(C)Cc1c(-c2ccc(C#N)cc2)nc2ccc(Cl)cn12,-9,9,4,9,-6,4,4
C[C@H]1CN([C@@H](C)CO)C(=O)c2cccc(NC(=O)Nc3ccc(C(F)(F)F)cc3)c2O[C@@H]1CN(C)Cc1ccc(-c2ccccc2)cc1,3,3,-1,/,2,4,5
Cc1cccc(NC(=S)NC(C)C(c2ccccc2)N2CCN(C)CC2)c1C (stereo not given),-24,/,-1,/,1,11,/
COc1ccc(COC[C@@]23Oc4ccccc4[C@@H](NC(=O)N2C)[C@H]3COC(=O)c2ccc([N+](=O)[O-])cc2)cc1,3,/,-1,/,10,/,/
CCN1CCC(NC(=O)Nc2cc(Cl)ccc2OC)CC1,-1,-5,/,4,-1,-7,-2
C[C@@H]1CCCCO[C@@H](CN(C)Cc2ccc(C(=O)O)cc2)[C@H](C)CN([C@H](C)CO)C(=O)c2cc(NC(=O)CCC(F)(F)F)ccc2O1,-7,2,0,/,0,-8,/
CCn1cnc2cc(NCc3ccc(C)cc3)ccc21,/,?,/,/,/,-64,-4
OCC1OC(Oc2cccc3ccccc23)C(O)C(O)C1O (stereo not given),9,-4,1,-10,-1,-4,3
O=c1cc(CN2CCOCC2)nc(C2CC2)[nH]1,/,1,/,-4,/,/,?
Cc1ccc(-n2c(SCCN)nnc2-c2cccc(C)c2)cc1,1,-2,-15,0,-1,-1,8
CCOc1ccccc1NC(=O)Cn1nc(-c2ccco2)ccc1=O,-4,6,2,5,0,-7,14
CCNC(=O)C[C@@H]1CC[C@@H]2[C@H](COc3ccc(NC(=O)C4CCCCC4)cc3C(=O)N2C)O1,53,-6,-3,-7,5,4,-28
CC1(C)CC(=O)C=C(c2ccc3c(c2)OCO3)C1,/,6,/,0,/,-34,10
CNC(=O)c1sc(Nc2cc(C)ccc2C)nc1C,0,-3,-2,1,-1,/,8
C[C@@H]1CN([C@H](C)CO)C(=O)c2cc(NC(=O)Cc3cn(C)c4ccccc34)ccc2O[C@H]1CN(C)C(=O)Nc1cccc2ccccc12,10,-3,3,/,-11,5,16
O=C(NC1CCS(=O)(=O)C1)c1cccs1 (stereo not given),1,3,-2,9,0,5,1
COc1ccc(CC(=O)N(CCC2=CCCCC2)c2c(N)n(Cc3ccccc3)c(=O)[nH]c2=O)cc1,-4,3,1,-7,5,-10,-3
CCOc1ccc2nc(N/C(N)=N/C(=S)Nc3cccc(C)c3)nc(C)c2c1,3,3,-1,/,-6,-10,22
CC(C)C#Cc1cnc2c(c1)C(=O)N([C@@H](C)CO)C[C@H](C)[C@H](CN(C)C(=O)c1cnccn1)O2,6,0,-2,4,3,2,8
CC(C)NC(=O)N(C)C[C@@H]1Oc2ncc(-c3cncnc3)cc2C(=O)N([C@@H](C)CO)C[C@@H]1C,1,-6,4,-8,-2,-16,5
CCCOc1nnnn1-c1ccccc1,/,-5,/,-4,/,/,4
CCCC(=O)Nc1ccc2c(c1)C(=O)N(C)[C@H]1CC[C@@H](CC(=O)NC3CCCC3)O[C@@H]1CO2,2,-3,-1,-5,-3,0,2
CCC(=O)Nc1ccc(Cl)c(NC(=S)NC(=O)c2cc3ccccc3o2)c1,-2,/,-5,-2,-1,-20,/
C[C@H]1CN([C@@H](C)CO)C(=O)Cc2cc(NS(=O)(=O)c3ccc(Cl)cc3)ccc2O[C@@H]1CN(C)CC1CCCCC1,/,3,/,/,/,17,112*
CC(=O)Nc1ccc(C(=O)NNC(=O)Cc2ccccc2)cc1,-8,-3,-1,/,0,1,2
Cc1ccc(Cn2cc(C(=O)c3ccc(F)cc3)c(=O)c3cc4c(cc32)OCCO4)cc1,0,8,0,-14,-2,3,7
O=S(=O)(NCc1ccccc1)c1ccc(S(=O)(=O)N2CCCC2)cc1,-5,/,-1,-1,0,8,/
COc1ccc(S(=O)(=O)Nc2ccc3c(c2)[C@H]2C[C@H](CC(=O)NCC4CC4)O[C@@H](CO)[C@H]2O3)cc1,3&10,-4,1&5,-8,0&-4,-19&-5,0
O=C(Nc1ccc2c(c1)OCO2)N1CCCC1,2,29,1,/,1,-9,-1
COc1ccccc1CNC(=O)CCCn1nc(C)c2c(C)n(-c3ccc(C)cc3)nc2c1=O,-5,8,5,-20,1,4,-10
Cc1cc2nc(C3CCCCC3)c(Cc3cccc(F)c3)n2c(C)c1Br,4,-2,0,-2,-3,-3,16
CN(CCC#N)C(=O)COC(=O)[C@H](Cc1ccccc1)N1C(=O)c2ccccc2C1=O,0,-4,1,0,-5,-15,0
Cc1cc(OCC(=O)Nc2ccccc2C(N)=O)c2c(C)cc(=O)oc2c1,58,4,-9,/,-3,-1,-2
COc1ccc(NC(=S)N/N=C2\CC(C)(C)Oc3ccc(OC)cc32)cc1,-2,2,6,0,-1,-7,-1
COc1cc(/C=C/C(=O)OCC(=O)N2CC3(C)CC2CC(C)(C)C3)ccc1O (stereo not given),/,3,/,5,/,0,-1
CC(=O)c1ccccc1OCCCCN1CCCCC1,2,5,-31,-2,/,-9,15
C/C(=N\NC(=O)c1c(Br)c(C)nn1C)c1ccc(NC(=O)c2ccoc2C)cc1,14,/,-1,0,-4,-29,/
COc1ccccc1/C=C/C=N/N1CCN(c2ccccn2)CC1,/,-1,/,/,/,-12,3
CC(C)C(=O)Nc1ccc([N+](=O)[O-])c(C(F)(F)F)c1,-10,-2,-2,-15,-3,-17,-1
CC1(c2ccccc2)NC(=O)N(CC(=O)Nc2cc(Cl)ccc2N2CCOCC2)C1=O (stereo not given),-4,-6,-129,5,2,9,-8
C[C@@H]1CN([C@H](C)CO)C(=O)Cc2cc(NS(=O)(=O)c3ccc(F)cc3)ccc2O[C@H]1CN(C)CC1CCCCC1,-1,4,2,-12,23*,-15,108*
Cc1oc(-c2ccc(Cl)cc2)nc1CN1CCC(C(=O)NCCCN2CCCC(C)C2)CC1 (stereo not given),-15,-25,-68,-13,-5,-12,-30
CCCNC(=O)C[C@H]1CC[C@H]2[C@@H](COC[C@H](O)CN2Cc2ccncc2)O1,-1,-2,5,-5,-2,-32,4
C[C@H](NC(=O)C[C@@H]1CC[C@H]2[C@@H](COC[C@@H](O)CN2C)O1)c1ccccc1,6,2,-2,-7,6,10,-12
CCN(CC(=O)Nc1ccc(NC(C)=O)cc1)C(=O)Cc1c(Cl)cccc1Cl,-1,4,0,-1,-1,12,8
COc1ccccc1N1CCN(Cc2cc(OC)c3c(c2)OCO3)CC1,0,-11,5,-17,0,-4,-12
COc1ccc(CNc2ccccc2SC)cc1OC,3,/,-1,/,-6,14,/
Cc1ccc(S(=O)(=O)N2CCC(C(=O)OCCOc3ccccc3)CC2)cc1C,2,/,0,-7,13,-1,/
Cc1c(C(=O)NC2CCCc3ccccc32)oc2ccc(S(=O)(=O)N3CCCC3)cc12 (stereo not given),/,-4,/,-13,/,/,-19
COc1cc(OC)cc(C(=O)NCC(=O)OCC(=O)N2CC(C)CC(C)C2)c1 (stereo not given),-1,-4,4,-9,0,-21,-3

# 4 of these compounds, reformatted.
# Screens in order: S100A4 inh HTS | esBAF inh | CASP6 VEID inh | FN deposit inh | SIRT5 inh | LGR2 antag | Statin myotox sup
> OCC1OC(Oc2cccc3ccccc23)C(O)C(O)C1O (stereo not given)
  9 | -4 | 1 | -10 | -1 | -4 | 3
> O=c1cc(CN2CCOCC2)nc(C2CC2)[nH]1
  / | 1 | / | -4 | / | / | ?
> Cc1ccc(-n2c(SCCN)nnc2-c2cccc(C)c2)cc1
  1 | -2 | -15 | 0 | -1 | -1 | 8
> CCOc1ccccc1NC(=O)Cn1nc(-c2ccco2)ccc1=O
  -4 | 6 | 2 | 5 | 0 | -7 | 14

# Further results follow.
SMILES,S100A4 inh HTS,esBAF inh,CASP6 VEID inh,FN deposit inh,SIRT5 inh,LGR2 antag,Statin myotox sup
Cc1noc(C)c1NC(=O)Nc1ccc2c(c1)C(=O)N([C@H](C)CO)C[C@H](C)[C@@H](CN(C)S(C)(=O)=O)O2,10&3,-1&-5,1&0,1,-2,-3&11,-4&-2
O=C(Nc1ncc(Cc2cccc(C(F)(F)F)c2)s1)c1ccc(-c2cccc([N+](=O)[O-])c2)o1,-5,/,-1,0,/,12,/
C[C@@H]1CN([C@H](C)CO)S(=O)(=O)c2ccc(C#C[C@@H](C)O)cc2O[C@@H]1CN(C)C(=O)C1CCCCC1,12,3,0,/,2,-4,-1
COc1cccc(OC)c1C(=O)Nc1ccc(S(=O)(=O)Nc2ncccn2)cc1,-2,-3,-1,3,3,-7,45
C[C@@H]1CN([C@@H](C)CO)C(=O)c2cccc(NC(=O)Nc3ccccc3)c2O[C@H]1CN(C)C(=O)Nc1cccc2ccccc12,11&-4,4&-1,1&0,13&22,6&-5,4&-3,20&37
COc1cccc(CN(C)Cc2c(O)ccc3ccccc23)c1,2,3,-1,2,-4,-6,7
O=C(COc1cc(Cl)c(Cl)cc1Cl)Nc1cccc(O)c1,-1,/,4,0,-1,-28,/
CCn1cnc2cc(NS(=O)(=O)c3ccc(C)cc3)ccc21,/,-4,/,-1,/,3,5
Cn1c(=O)c2c(ncn2CC(=O)N2CCN(S(=O)(=O)c3ccc(Cl)cc3)CC2)n(C)c1=O,-8,-9,-1,4,-3,-6,15
COCCNC(=O)C[C@@H]1CC[C@H]2[C@@H](COC[C@@H](O)CN2C(=O)Nc2ccccc2OC)O1,2,4,1,4,0,-11,6
COc1ccc2nc(NC(=O)C34CC5CC(CC(NC(C)=O)(C5)C3)C4)sc2c1,-2,27,5,-3,-1,-38,-19
CO[C@@H]1CN(C)C(=O)c2cc(NS(=O)(=O)c3ccc(C)cc3)ccc2OC[C@@H](C)N(C)C[C@H]1C,0,-1,1,-9,/,3,-10
C[C@H]1CN([C@@H](C)CO)C(=O)c2cccc(NC(=O)c3ccc(-c4nccs4)cc3)c2O[C@@H]1CN(C)C(=O)Nc1ccc2c(c1)OCO2,5,6,0,/,1,-7,-60
CC=Cc1ccc2n(c1=O)C[C@H]1[C@H](CO)[C@@H](C(=O)N(C)C)N(CCC(F)(F)F)[C@@H]21 (mixture of isomers),5,4,-1,/,-4,-7,-2
CCOC(=O)C1=C(Nc2ccc(OC)cc2)OCC1=O,1,/,4,-9,0,-9,/
O=C(NNC1CC(=O)N(c2ccc3c(c2)OCCO3)C1=O)c1ccc(Cl)cc1 (stereo not given),4,/,-4,2,-3,-22,/
Cc1ccc2nsnc2c1S(=O)(=O)NC1CC1,/,-5,/,-6,/,/,33
CCCCOc1ccc(C2=CSC3=NCCN23)cc1[N+](=O)[O-],-15,-6,-4,-13,-4,-13,21
O=C1CC2(CCN(S(=O)(=O)c3ccccc3F)CC2)Oc2ccccc21,-1,0,-1,0,0,13,41
O=C(Nc1cccc(Cl)c1)c1ccc2ncsc2c1,1,48*,2,-7,-2,-50,4

# Assay outcomes as filed in PubChem BioAssay.

# These rows are one share of the data (hit frequency here may not be typical).
